STAT1 act – increases IFN-gamma driven STAT1 reporter signal; NIH 3T3 STAT1-luciferase reporter, luminescence; 100% = IFN-gamma alone, no compound; 200,000 compounds, 2.6% hits; activation (% of control), % at 5.5 µM;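 active means activation above the screen-wide mean activation plus 3 SD, cut at about 130% in these data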;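 further: raw ratio to IFN-gamma control signal so 100% means no change and 0% no light; values of inactives mirror those of a sister screen read the other way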
Hsp70 activator – transcriptional activators of Hsp70; AID 1203; 200,000 compounds, 0.04% hits; HeLa Hsp70 promoter luciferase reporter, luminescence; scaled: vehicle 0, proteasome-inhibitor control 100%; activation, % at 10 µM;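 active means activation above the mean across all tested compounds plus 3 SD, cutoff set per campaign, cut at about 5.5% in these data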;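 further: 100% = MG132 at 30 µM as the positive control and 0% = DMSO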
NF-kB expr up – raises NF-kB expression in human neuronal cells. NF-kB reporter expression; hits give high values. fold change at 12.5 µM. 190,000 compounds, 1.6% hits. AID 1239; in the data active means fold change above about 3.3
STAT3 activator – STAT3 signaling activation | U3A cells, IL-6 STAT3-luciferase reporter, luminescence; 100% = signal with IL-6 EC80 alone | 190,000 compounds, 0.91% hits | activation (% of control), % at 5.6 µM;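 active means activation above the screen-wide mean of compound activation plus 3 SD, cut at about 130% in these data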;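 further: 0% = background luminescence of wells with medium and substrate only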
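Test system: human U3A cells carrying STAT3-luciferase construct; control set: IL-6-only wells as 100% reference; timing: compound pre-incubation 1 h before IL-6, then 6 h stimulation at 37 °C; also added: IL-6 stimulus at 33 ng/mL final; evaluation: % activation versus median of IL-6-stimulated wells; detection: reporter luminescence signal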
RAM network inh – inhibitors of the yeast RAM network. S. cerevisiae dse1pr::URA3 reporter, 5-FOA growth OD615, 2 d; analog-sensitive cbk1-as2 kinase mutant strain. inhibition, % at 50 µM. 190,000 compounds, 1.8% hits. AID 868;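 active means inhibition above a set limit, 3 SD over mean compound inhibition, cut at about 8.4% in these data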;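 further: 0% = DMSO-only wells with no growth and 100% = 10 µM 1-NA-PP1 full growth; inhibition rescues growth on 5-FOA so higher OD means more RAM inhibition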
STAT1 inh – reduces IFN-gamma driven STAT1 reporter signal. NIH 3T3 STAT1-luciferase reporter, luminescence. inhibition, % at 5.5 µM. 200,000 compounds, 0.35% hits. AID 920;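 active means inhibition above a set limit, the mean inhibition across all tested compounds plus 3 SD, cut at about 34% in these data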;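 further: 0% = IFN-gamma with DMSO and 100% = IFN-gamma with 300 µM nifuroxazide; values of inactives mirror those of a sister screen read the other way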
FLuc inh counter – Photinus pyralis luciferase inhibition counter-screen; ATPLite firefly luciferase biochemical luminescence, 10 min; inhibition, % at 10 µM; 200,000 compounds, 1.5% hits;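 active means inhibition above about 50% when tested at 10 µM, limit read from the data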
Target sequence (P08659 whole entry, looked up): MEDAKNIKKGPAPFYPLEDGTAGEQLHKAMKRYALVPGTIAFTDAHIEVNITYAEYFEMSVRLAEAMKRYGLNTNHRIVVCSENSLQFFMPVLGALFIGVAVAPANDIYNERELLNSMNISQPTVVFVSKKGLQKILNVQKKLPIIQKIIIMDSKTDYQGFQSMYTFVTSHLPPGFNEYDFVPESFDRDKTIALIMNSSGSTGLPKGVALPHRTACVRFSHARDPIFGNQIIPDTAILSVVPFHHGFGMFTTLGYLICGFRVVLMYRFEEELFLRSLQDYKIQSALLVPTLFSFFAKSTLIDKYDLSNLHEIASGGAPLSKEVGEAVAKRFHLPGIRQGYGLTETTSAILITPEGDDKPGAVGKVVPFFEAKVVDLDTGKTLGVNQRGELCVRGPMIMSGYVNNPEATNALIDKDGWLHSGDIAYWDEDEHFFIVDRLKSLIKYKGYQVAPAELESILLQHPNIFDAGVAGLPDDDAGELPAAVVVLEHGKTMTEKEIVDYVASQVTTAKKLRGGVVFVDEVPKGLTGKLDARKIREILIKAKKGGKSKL
APP transl inh – APP translation inhibition | SH-SY5Y APP 5'UTR-luciferase reporter, luminescence | inhibition, % at 2 µM | 190,000 compounds, 0.82% hits;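 active means inhibition above a set limit, derived from the sample mean plus 3 SD, cut at about 45% in these data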; further: values of inactives mirror those of a sister screen read the other way
APP 5'UTR act – activates APP 5'UTR luciferase reporter | SH-SY5Y APP 5'UTR luciferase reporter, luminescence; zero percent = DMSO vehicle wells | activation, % at 2 µM | 190,000 compounds, 1% hits;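 active means activation above a set limit, based on mean plus 3 SD of controls, cut at about 140% in these data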; further: values of inactives mirror those of a sister screen read the other way
STAT3 inh – reduces IL-6 driven STAT3 reporter signal. U3A cells, IL-6 STAT3-luciferase reporter, luminescence; host cell line lacks STAT1. inhibition, % at 5.5 µM. 190,000 compounds, 0.89% hits. AID 862;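 active means inhibition above the mean inhibition across all screened compounds plus 3 SD, cut at about 44% in these data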;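 further: 0% = DMSO only wells and 100% = 100 µM nifuroxazide control wells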
Active calls of the source: *.

O=C1CN(C(=O)/C=C/c2ccccc2F)c2ccccc2N1 was read as STAT1 act 118, Hsp70 activator 0.0, NF-kB expr up 0.94, STAT3 activator 105, RAM network inh 0.0, STAT1 inh -22, FLuc inh counter -4, APP transl inh -33, APP 5'UTR act 33 and STAT3 inh -4.
`CCOC(=O)c1cnc(-n2[nH]c(C)cc2=O)[nH]c1=O` gave STAT1 act 94, Hsp70 activator -0.1, NF-kB expr up 1.1, STAT3 activator 106, RAM network inh 0.5, STAT1 inh 5, FLuc inh counter 1, APP transl inh -12, APP 5'UTR act 12 and STAT3 inh 6.
`CS(=O)(=O)N(CC(=O)Nc1cccc(F)c1)c1cccc([N+](=O)[O-])c1` gave STAT1 act 97, Hsp70 activator -0.4, NF-kB expr up 0.93, STAT3 activator 99, RAM network inh 2.3, STAT1 inh 4, FLuc inh counter -6, APP transl inh -9, APP 5'UTR act 9 and STAT3 inh 2.
`CCCC(=O)Nc1ccc2oc(-c3ccc(OC)c(Br)c3)nc2c1` gave STAT1 act 108, Hsp70 activator 0.6, NF-kB expr up 1.5, STAT3 activator 99, RAM network inh 3.5, STAT1 inh -11, FLuc inh counter 5, APP transl inh -49, APP 5'UTR act 49 and STAT3 inh 6.
`COc1ccc(C(CC(=O)O)NS(=O)(=O)c2ccc(C)cc2)cc1` (stereo unspecified) gave STAT1 act 99, Hsp70 activator 0.1, NF-kB expr up 1.1, STAT3 activator 92, RAM network inh 1.1, STAT1 inh 2, FLuc inh counter 4, APP transl inh 15, APP 5'UTR act -15 and STAT3 inh 15.
`O=C(C1CCN(Cc2ccccc2)CC1)N1CCCC1` gave STAT1 act 106, Hsp70 activator -0.3, NF-kB expr up 1.2, STAT3 activator 96, RAM network inh 0.7, STAT1 inh -5, FLuc inh counter -3, APP transl inh 6, APP 5'UTR act -6 and STAT3 inh 11.
For Clc1ccc(-c2nnc3c4ccccc4nc(N4CCOCC4)n23)cc1Cl the results were STAT1 act 104, Hsp70 activator -0.3, NF-kB expr up 1.1, STAT3 activator 88, RAM network inh -0.4, STAT1 inh -4, FLuc inh counter -3 and STAT3 inh 20.
For CCOC(=O)Cc1csc(NC(=O)c2ccoc2C)n1 the results were STAT1 act 107, Hsp70 activator -0.1, NF-kB expr up 1.6, STAT3 activator 104, RAM network inh -0.5, STAT1 inh -7, FLuc inh counter -2, APP transl inh -12, APP 5'UTR act 12 and STAT3 inh -2.
`Fc1cccc(CN2CCN(c3ncccn3)CC2)c1` gave STAT1 act 99, Hsp70 activator -0.3, NF-kB expr up 1, STAT3 activator 92, RAM network inh 0.5, STAT1 inh 2, FLuc inh counter -1, APP transl inh -16, APP 5'UTR act 16 and STAT3 inh 16.
For COc1ccc(C2SCCN2S(=O)(=O)c2ccccc2)cc1OC (stereo unspecified) the results were STAT1 act 92, Hsp70 activator -0.4, NF-kB expr up 0.96, STAT3 activator 96, RAM network inh 1.4, STAT1 inh 9, FLuc inh counter -5, APP transl inh -8, APP 5'UTR act 8 and STAT3 inh 8.
COc1cccc(NC(=O)C2CC(=O)OC23CCOC(C)(C)C3)c1 (stereo unspecified) was read as STAT1 act 96, Hsp70 activator -0.6, NF-kB expr up 0.9, STAT3 activator 104, RAM network inh -0.3, STAT1 inh 3, FLuc inh counter -9, APP transl inh 0, APP 5'UTR act 0 and STAT3 inh -1.
`COc1ccc(-c2cc(O)cc(O)c2)cc1` gave STAT1 act 102, Hsp70 activator 1.5, NF-kB expr up 3.8*, STAT3 activator 103, RAM network inh 0.4, STAT1 inh -2, FLuc inh counter 37, APP transl inh -103, APP 5'UTR act 103 and STAT3 inh -3.
CCCCc1ccc(-c2csc(/C(C#N)=C\c3ccc(C)o3)n2)cc1 was read as STAT1 act 99, Hsp70 activator 0.0, NF-kB expr up 2.2, STAT3 activator 105, RAM network inh 14*, STAT1 inh 1, FLuc inh counter 1, APP transl inh -8, APP 5'UTR act 8 and STAT3 inh 5.
For Cc1ccccc1NS(=O)(=O)c1ccc(C2CNC(=O)C2)cc1 (stereo unspecified) the results were STAT1 act 115, Hsp70 activator -0.2, NF-kB expr up 1.1, STAT3 activator 101, RAM network inh 2.5, STAT1 inh -14, FLuc inh counter 3, APP transl inh 8, APP 5'UTR act -8 and STAT3 inh 3.
For CCN(CC)C(=O)CSc1nnc(COc2ccccc2)n1N the results were STAT1 act 90, Hsp70 activator -0.1, STAT3 activator 96, RAM network inh 0.1, STAT1 inh 11, FLuc inh counter -8, APP transl inh 13, APP 5'UTR act -13 and STAT3 inh 10.
For Cc1ccccc1NC1=CC(=O)CC(C)(C)C1 the results were STAT1 act 99, Hsp70 activator -0.1, NF-kB expr up 1.1, STAT3 activator 100, RAM network inh -1.1, STAT1 inh 2, FLuc inh counter -3, APP transl inh 12, APP 5'UTR act -12 and STAT3 inh 3.
Screening Cc1ccc(C(c2nnnn2C2CCCC2)N2c3ccccc3CC2C)cc1 (stereo unspecified) returned STAT1 act 102, Hsp70 activator -0.3, NF-kB expr up 1.2, STAT3 activator 108, RAM network inh 3.1, STAT1 inh -3, FLuc inh counter -4, APP transl inh 1, APP 5'UTR act -1 and STAT3 inh -5.
`O=C(O)/C(=C\c1ccccc1Cl)c1ccc(S(=O)(=O)N2CCCCC2)s1` gave STAT1 act 101, Hsp70 activator -0.4, NF-kB expr up 0.97, STAT3 activator 102, RAM network inh 5.2, STAT1 inh -1, FLuc inh counter 0, APP transl inh 9, APP 5'UTR act -9 and STAT3 inh -7.
CC(Nc1cc(N2CCN(S(=O)(=O)N(C)C)CC2)ccc1[N+](=O)[O-])c1ccccc1 (stereo unspecified) was read as STAT1 act 81, Hsp70 activator 0.3, NF-kB expr up 1.1, STAT3 activator 105, RAM network inh 6.8, STAT1 inh 19, FLuc inh counter 1, APP transl inh -14, APP 5'UTR act 14 and STAT3 inh 2.
For CCOc1cc(C)c(C(C)C)cc1S(=O)(=O)N1CC(C)OC(C)C1 (stereo unspecified) the results were STAT1 act 109, Hsp70 activator -0.6, NF-kB expr up 0.72, STAT3 activator 103, RAM network inh 0.8, STAT1 inh -9, FLuc inh counter -1, APP transl inh 12, APP 5'UTR act -12 and STAT3 inh -2.

Overlap with the part before: 2 entries, followed by the next part.
CC(Nc1cc(N2CCN(S(=O)(=O)N(C)C)CC2)ccc1[N+](=O)[O-])c1ccccc1 (stereo unspecified) was read as STAT1 act 81, Hsp70 activator 0.3, NF-kB expr up 1.1, STAT3 activator 105, RAM network inh 6.8, STAT1 inh 19, FLuc inh counter 1, APP transl inh -14, APP 5'UTR act 14 and STAT3 inh 2.
For CCOc1cc(C)c(C(C)C)cc1S(=O)(=O)N1CC(C)OC(C)C1 (stereo unspecified) the results were STAT1 act 109, Hsp70 activator -0.6, NF-kB expr up 0.72, STAT3 activator 103, RAM network inh 0.8, STAT1 inh -9, FLuc inh counter -1, APP transl inh 12, APP 5'UTR act -12 and STAT3 inh -2.
For COc1ccc(/C=C/c2nnc(NC(=O)COc3ccc(C)cc3)s2)cc1 the results were STAT1 act 102, Hsp70 activator -0.3, NF-kB expr up 1.6, STAT3 activator 93, RAM network inh 2.5, STAT1 inh -2, FLuc inh counter -1, APP transl inh -16, APP 5'UTR act 15 and STAT3 inh 4.
Screening Cc1ccc(C)c(-c2nc3cc(N)ccc3o2)c1 returned STAT1 act 114, Hsp70 activator 0.5, NF-kB expr up 1.1, STAT3 activator 90, RAM network inh 1.4, STAT1 inh -13, FLuc inh counter 4, APP transl inh 22, APP 5'UTR act -22 and STAT3 inh 16.
`CCOC(=O)N1CC=C2C(C#N)=C(N)C(C#N)(C#N)[C@H](c3cccs3)[C@H]2C1` gave STAT1 act 91, Hsp70 activator 0.2, NF-kB expr up 1.1, STAT3 activator 100, RAM network inh 1.5, STAT1 inh 10, FLuc inh counter -3, APP transl inh 8, APP 5'UTR act -8 and STAT3 inh 0.
O=C(C[n+]1cccc(CNC(=O)c2ccc(OC(F)F)cc2)c1)Nc1cc(C(F)(F)F)ccc1Cl was read as STAT1 act 97, Hsp70 activator -0.3, NF-kB expr up 0.98, STAT3 activator 102, RAM network inh 0.2, STAT1 inh 3, FLuc inh counter -8, APP transl inh 2, APP 5'UTR act -2 and STAT3 inh 0.
For CC1(C)CC(=O)CC(=Nc2ccc(C(=O)O)cc2)C1 the results were STAT1 act 95, Hsp70 activator 0.9, NF-kB expr up 1.3, STAT3 activator 103, RAM network inh -0.3, STAT1 inh 5, FLuc inh counter -6, APP transl inh 6, APP 5'UTR act -6 and STAT3 inh -1.
COCC(=O)Nc1cc(C)c2c(=O)oc3ccccc3c2n1 was read as STAT1 act 111, Hsp70 activator 0.0, NF-kB expr up 0.94, RAM network inh 2.2, STAT1 inh -13, FLuc inh counter -5, APP transl inh -6 and APP 5'UTR act 6.
Screening Cc1ccc(S(=O)(=O)Cc2ccc(C(=O)N3CCN(c4ccccn4)CC3)o2)cc1 returned STAT1 act 99, Hsp70 activator 0.0, NF-kB expr up 0.49, STAT3 activator 100, RAM network inh 0.6, STAT1 inh 2, FLuc inh counter -6, APP transl inh 6, APP 5'UTR act -6 and STAT3 inh 8.
Screening Cc1ccnc(NC(=O)CCC(=O)N(CC(=O)NCCc2ccccc2)Cc2cccs2)c1 returned STAT1 act 100, Hsp70 activator 0.2, NF-kB expr up 1.4, STAT3 activator 98, RAM network inh 1.9, STAT1 inh 0, FLuc inh counter 3, APP transl inh -3, APP 5'UTR act 3 and STAT3 inh 6.
For COCc1cc(C)nc(NC2CCCCC2)c1C#N the results were STAT1 act 98, Hsp70 activator 0.2, NF-kB expr up 0.93, STAT3 activator 102, RAM network inh 0.2, STAT1 inh 2, FLuc inh counter 0, APP transl inh -17, APP 5'UTR act 17 and STAT3 inh 2.
CCN(CC)S(=O)(=O)c1ccc(C(=O)NC(C)(C)C)cc1 was read as STAT1 act 95, Hsp70 activator 0.4, NF-kB expr up 1.1, STAT3 activator 103, RAM network inh 0.5, STAT1 inh 6, FLuc inh counter -7, APP transl inh 11, APP 5'UTR act -11 and STAT3 inh -1.
Cc1ccc(NC(=O)CSc2nnc(Cn3cnc4ccccc43)o2)c(C)c1 was read as STAT1 act 103, Hsp70 activator -0.2, NF-kB expr up 1.2, STAT3 activator 104, RAM network inh 2.1, STAT1 inh -4, FLuc inh counter -4, APP transl inh 8, APP 5'UTR act -8 and STAT3 inh 0.
`O=C(Cc1ccccc1F)NCC(c1ccco1)N1CCCCC1` (stereo unspecified) gave STAT1 act 97, Hsp70 activator -0.2, NF-kB expr up 1.2, STAT3 activator 107, RAM network inh 0.7, STAT1 inh 5, FLuc inh counter -9, APP transl inh -15, APP 5'UTR act 15 and STAT3 inh -3.
O=c1cc(-c2ccccc2)[nH]n1-c1ccc([N+](=O)[O-])cc1 was read as STAT1 act 100, Hsp70 activator -0.1, NF-kB expr up 1.3, STAT3 activator 95, RAM network inh 2.8, STAT1 inh 0, FLuc inh counter -4, APP transl inh 5, APP 5'UTR act -5 and STAT3 inh 10.
Screening CC(=O)Nc1ccc(Nc2cc(C)nc3c(-c4ccccc4)cnn23)cc1 returned STAT1 act 150*, Hsp70 activator -0.4, NF-kB expr up 0.76, STAT3 activator 55, RAM network inh 0.8, STAT1 inh -56, FLuc inh counter 0, APP transl inh -165, APP 5'UTR act 165* and STAT3 inh 55*.

High-throughput results (PubChem BioAssay)
